# Screening data from PubChem BioAssay.
# uPA generation: inhibitors of cell surface uPA generation | cell surface uPA generation assay, qHTS | Potency, µM (doses to about 38.3 µM), inactives show at the highest dose activity change, negative = inhibition, actives largely listed as inhibitors | 0.31% of 330,000 active | AID 540303; active = well fitted inhibition curve with a large enough effect; inconclusive = small, poorly fitted or top-dose-only effect; inactive = no such curve, though single readings can be large or run the other way; tested in mouse RAW 264.7 cells; note: potency is the fitted concentration of half-maximal effect; nearly all actives have a fitted effect of over 55% in size
# PKM2 act: activators of human pyruvate kinase M2; Potency, µM (highest dose often 57.5 µM), inactives show top-dose activation, hits mostly activators; P14618; 0.34% of 260,000 active; purified PKM2, Kinase-Glo ATP luminescence, activation; response scale: 0% is enzyme alone, no compound; AID 1631; note: potency is the fitted concentration of half-maximal effect; nearly all actives have a fitted effect of over 55% in size
# Target sequence (P14618 whole entry, looked up): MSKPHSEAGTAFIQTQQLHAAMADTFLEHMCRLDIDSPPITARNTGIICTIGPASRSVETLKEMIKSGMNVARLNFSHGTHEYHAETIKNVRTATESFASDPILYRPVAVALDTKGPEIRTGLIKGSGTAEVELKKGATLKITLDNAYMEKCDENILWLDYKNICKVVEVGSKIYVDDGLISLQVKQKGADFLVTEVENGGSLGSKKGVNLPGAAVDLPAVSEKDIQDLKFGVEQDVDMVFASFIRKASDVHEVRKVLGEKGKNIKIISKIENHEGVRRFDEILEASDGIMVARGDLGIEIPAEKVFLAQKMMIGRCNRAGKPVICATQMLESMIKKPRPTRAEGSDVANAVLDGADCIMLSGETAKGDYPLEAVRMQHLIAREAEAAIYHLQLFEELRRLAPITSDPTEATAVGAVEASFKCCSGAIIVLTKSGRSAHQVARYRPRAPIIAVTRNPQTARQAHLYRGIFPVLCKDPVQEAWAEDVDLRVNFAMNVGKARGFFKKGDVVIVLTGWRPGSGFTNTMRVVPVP
#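 ATP formation by purified human PK-M2, quantified via coupled luciferase luminescence after 1 h at room temperature with 0.1 mM ADP and 0.5 mM PEP final.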
# Eya2 inh: inhibitors of human Eya2 phosphatase activity. recombinant Eya2, OMFP fluorescence dephosphorylation (OMFP is methylfluorescein phosphate). O00167. 0.006% of 330,000 active. Potency, µM (doses to about 76.9 µM), for inactives: at the top dose activity, negative = inhibition, actives largely listed as inhibitors; note: potency is the fitted concentration of half-maximal effect
#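 Eya2 protein (added as 0.2 uM solution) was preincubated with compound for 10 min at ambient temperature in 50 mM HEPES pH 7.5, 50 mM NaCl, 5 uM MgCl2, 0.05% BSA, 1 mM DTT. OMFP (added at 50 uM) then reacted 10 min; fluorescence read at 485/525 nm.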
# KCNH2 3.1 inh: KCNH2 3.1 (human) potassium channel inhibition; U2OS KCNH2 3.1, thallium flux FluxOr; hits give low values; activity change, % (tested at about 1.8 µM); 0.95% of 340,000 active;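 active = maximum activity change below -70%; inconclusive = maximum activity change from -70% to -50%; inactive = maximum activity change above -50%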;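 note: thallium influx rate constant from kinetic fluorescence after stimulation buffer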
#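 Measured as rate of thallium-driven FluxOr signal in transduced U2OS cells carrying the 3.1 channel, read kinetically for 2 min upon stimulation; values are rate constants scaled to DMSO control wells.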
# USP2a inh: USP2a (human) protease inhibition; Potency, µM (series often up to 38.3 µM), without a hit: at the top dose activity change, negative = inhibition, usual class: inhibitors; 0.01% of 330,000 active; USP2 core, Ub-CHOP2 coupled fluorogenic reporter, 485/531; O75604;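 note: potency is the fitted concentration of half-maximal effect; plate controls were DMSO wells for no effect and full inhibition by NEM control for full effect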
# Target sequence (O75604 whole entry, looked up): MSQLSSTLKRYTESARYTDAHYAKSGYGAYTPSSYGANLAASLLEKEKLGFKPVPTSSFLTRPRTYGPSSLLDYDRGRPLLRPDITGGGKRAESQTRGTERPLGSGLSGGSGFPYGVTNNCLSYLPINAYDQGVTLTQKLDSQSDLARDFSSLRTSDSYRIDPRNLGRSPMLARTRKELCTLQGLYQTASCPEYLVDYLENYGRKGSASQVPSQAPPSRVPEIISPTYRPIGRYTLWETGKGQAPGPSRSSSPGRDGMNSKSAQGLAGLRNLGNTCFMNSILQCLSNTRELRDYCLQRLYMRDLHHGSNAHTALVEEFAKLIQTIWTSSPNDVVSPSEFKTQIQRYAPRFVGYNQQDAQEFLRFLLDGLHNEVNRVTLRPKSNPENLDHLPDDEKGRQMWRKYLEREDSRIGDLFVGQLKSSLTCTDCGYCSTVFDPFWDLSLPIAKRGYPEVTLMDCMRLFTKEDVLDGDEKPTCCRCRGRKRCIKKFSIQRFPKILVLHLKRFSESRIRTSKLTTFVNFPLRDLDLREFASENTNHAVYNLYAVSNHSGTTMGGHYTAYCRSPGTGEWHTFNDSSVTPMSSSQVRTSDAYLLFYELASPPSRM
#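 USP2 core (10nM final) preincubated 30min RT with compound in 20mM Tris-HCl pH 8.0, 2mM CaCl2, 2mM beta-mercaptoethanol, 0.05% CHAPS; 25nM Ub-CHOP2 plus 25nM reporter substrate added, fluorescence (Ex485/Em531) read after 60min.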
# hERG WT inh: KCNH2 (human, wildtype) channel inhibition; U2OS, BacMam KCNH2, thallium flux FluxOr; hits give low values; 0.37% of 340,000 active; activity change, % at 1.84 µM;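 active = maximum activity change below -70%; inconclusive = maximum activity change between -70% and -50%; inactive = maximum activity change above -50%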
#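 U2OS cells transduced with wild-type KCNH2 virus are loaded with FluxOr dye for 45 min, and thallium flux is measured in kinetic reads before and after stimulation buffer. Rate constants are normalized to DMSO controls.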
# Giardia kill: Giardia lamblia killing; activity change, % at 7.66 µM, hits read low; 0.15% of 340,000 active; AID 540267; Giardia lamblia trophozoite viability; in the data active = activity change below about -80%; inconclusive = between about -30% and that limit;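 note: parasites exposed to compound for two days anaerobically before the ATP read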
#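 Giardia lamblia trophozoites (100 cells/well) were incubated with compounds for 48 h at 37 deg C under anaerobic conditions. Viability was read as ATP content by one-step luminescence after 15-30 min at room temperature.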
# FBPA coupling cs: coupling enzyme interference in Giardia aldolase counter-screen. coupling enzyme system counterscreen, AmpLite Red fluorescence. activity change, negative = inhibition, % at 58.2 µM, hits read low. 0.67% of 290,000 active. AID 2472; in the data active = activity change below about -30%
#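 Fluorescence at 525 nm excitation and 598 nm emission measured inhibition of the coupled detection system without aldolase. Compounds (at 57.5 uM final) were preincubated 10 min at room temperature with coupling enzyme reagent before a 20 min substrate/AmpLite Red step.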
# Chronic BCR inh: chronic active BCR signaling inhibition | ABC-DLBCL IkBa-CBG/CBR reporter, luminescence ratio, 4 h | Potency, µM (titrated, usually from 46.1 µM), for the others: top-dose ratio change, negative = lower green/red ratio, most hits filed as inhibitors | 0.05% of 340,000 active | AID 493014; active = well fitted inhibition curve with a large enough effect in the signal ratio, with a control signal flat, not every such curve was filed as active; inconclusive = small, poorly fitted or top-dose-only effect, or effect the other way, or a change in a side signal; the % refers to the signal ratio;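 note: potency is the fitted concentration of half-maximal effect; plate controls were basal doxycycline-induced cells for no effect and cells given 10 µM MG132 for full effect; MG132 reads +100%, hits lower the ratio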
#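 TMD8 human ABC-DLBCL cells with doxycycline-inducible IκBα–green luciferase fusion and unfused red luciferase, in 0.5% FBS medium; compounds up to 46 uM, 4 h at 37C. Green/red luminescence ratio, filter-overlap corrected, fitted to concentration-response curves.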
# GALK inhibitor: blocks human galactokinase activity; P51570; Purified GALK, Kinase-Glo residual ATP luminescence; Potency, µM (top dose mostly 57.5 µM), for the others: top-dose activity change, negative = inhibition, usual class: inhibitors; 0.007% of 270,000 active; note: potency is the fitted concentration of half-maximal effect
#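 5 nM enzyme, 35 uM ATP, 100 uM galactose, 20 mM HEPES pH8.0, 5 mM MgCl2; 1 h RT; residual ATP by Kinase-Glo Plus luminescence, qHTS format.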
# B2AR arrestin: agonists driving beta-arrestin recruitment to human beta2-adrenergic receptor; P07550; beta-arrestin recruitment to beta2AR, cell-based reporter; Potency, µM (series often up to 46.1 µM), for the others: at the top dose activation, usual class: activators; 0.02% of 330,000 active; AID 492947;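 note: potency is the fitted concentration of half-maximal effect; 0% = DMSO controls and full agonism = EC100 isoproterenol or metaproterenol; nearly all actives have a fitted effect of over 65% in size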
# Numbers without * were called inactive; ? = inconclusive; . = no result given; [ ] = another dose, or the depositor's remark. Unless noted, calls come from the whole dose curve; as a rule, active = well fitted curve in the direction sought with a large enough effect; inconclusive = small, poorly fitted or top-dose-only effect, or another doubt; inactive = no such curve, though single readings can be large; an effect the other way counts as inactive or inconclusive. Unless noted, % is set by controls: 0 for no effect and ±100 for the full control effect.
No.	Molecule	GALK inhibitor	B2AR arrestin	hERG WT inh	Chronic BCR inh	USP2a inh	FBPA coupling cs	uPA generation	Giardia kill	KCNH2 3.1 inh	Eya2 inh	PKM2 act
1	O=C(NCCc1ccc(Cl)cc1)c1ccc2nc[nH]c2c1	9.8%	0.0%	0.6	-5.4%	-4.4%	0.8	?	-11.0	6.6	?	.
2	Cc1ccc(C(=O)O)cc1S(=O)(=O)NCC1CCCO1 (configuration not stated)	-0.8%	0.0%	1.6	-3.4%	-2.2%	1.8	.	3.6	-3.2	15.1%	5.0%
3	C/C(=N\Nc1c(Cl)c(Cl)nc(C(=O)O)c1Cl)c1ccc(O)cc1	0.1%	-0.3%	-14.3	10.6%	3.5%	-10.7	-3.9%	28.1	-21.9	-1.5%	0.8%
4	CCOC(=O)C1=CN(Cc2ccc(Br)cc2)S(=O)(=O)N(C)C1C (configuration not stated)	.	-0.8%	-10.4	-0.8%	0.4%	.	11.4%	32.5[activator]	-2.1	0.4%	.
5	O=C(N/N=C/c1c(F)c(F)c(F)c(F)c1F)c1ccc(Cn2cc(Br)cn2)o1	.	-0.4%	-7.2	-0.4%	1.6%	2.1	-6.9%	?	-5.2	2.4%	-1.3%
6	Cc1ccc(C(=O)NCCc2n[nH]c(=S)n2C)cc1	-0.4%	-0.2%	-33.2	-1.3%	2.2%	-0.6	5.6%	-3.5	-12.5	12.2%	-1.3%
7	C/C(=C/C#N)Nc1ccc(C)cc1	-1.8%	0.0%	-0.4	3.5%	1.3%	1.4	-1.8%	-25.0	-6.5	-0.2%	1.2%
8	CCn1c(=O)n(CC)c2cc(NC(=O)C(C)c3ccccc3)c(Br)cc21 (configuration not stated)	-5.7%	0.3%	5.6	5.1%	0.5%	2.3	12.9%	18.8	50.1	9.7%	-0.1%
9	CCCC(=O)c1cc2cc(Cl)ccc2oc1=O	-0.1%	0.3%	2.8	4.7%	0.3%	-2.1	-3.8%	-4.8	8.0	-16.6%	4.7%
10	Cc1ccccc1C(=O)N[C@H](C(=O)Nc1ccc(Cl)c(Cl)c1)C(C)C	-0.8%	-1.1%	-6.0	3.0%	0.9%	0.5	-0.2%	-6.9	-5.9	3.8%	-5.0%
11	COc1ccc(CNC(=O)CSc2nc3nc(C)cc(C)n3n2)cc1	3.3%	-0.2%	-4.3	3.4%	-4.9%	0.8	-3.4%	-10.2	0.3	-8.6%	-1.2%
12	COc1ccc(S(=O)(=O)NCC2CCCO2)cc1C(=O)O (configuration not stated)	-1.3%	-0.8%	0.1	1.2%	3.8%	-3.3	4.8%	19.5	2.8	-5.9%	.
13	CCc1ccc(/C(C)=N/NC(=O)c2ccc(-n3cnnn3)cc2)cc1	.	-0.4%	-15.9	0.7%	0.5%	.	-3.5%	-13.9	-1.2	8.5%	.
14	CN1CCC(NC(=O)c2cccs2)CC1	1.0%	-0.3%	-1.3	-3.6%	1.1%	4.2	2.7%	4.1	-1.2	-11.8%	8.7%
15	Cn1c(=O)c2nc(Cl)c(-c3ccccc3)nc2n(C)c1=O	.	-0.8%	-1.4	7.6%	1.2%	2.1	-1.4%	-5.3	-6.1	4.7%	-3.9%
16	CC1CC(C)CN(S(=O)(=O)c2ccc(F)c(C(=O)Nc3ccc(Cl)cc3F)c2)C1 (configuration not stated)	-0.1%	-0.3%	-5.6	6.2%	2.7%	2.1	-5.8%	-3.1	-0.9	3.5%	6.7%
17	CN(Cc1ccccc1)C(=O)c1cc(=O)[nH]c2ccccc12	0.0%	-0.1%	-6.6	-8.5%	1.4%	0.7	3.0%	-14.2	19.9	5.0%	0.8%
18	Cc1ccc(NC(=O)c2scc3c2CCCC3)cc1	.	-0.3%	12.7	-7.0%	-0.9%	-4.8	-0.2%	25.7	14.9	-4.5%	-3.3%
19	CCOc1ccc(CSCCNC(=S)Nc2ccccc2)cc1	-1.0%	0.3%	0.6	-1.9%	-1.1%	0.9	0.1%	-19.8	-13.1	-4.6%	-1.5%
20	Cc1ccccc1-c1nc2ccccc2o1	1.0%	0.2%	-1.0	-5.7%	-0.8%	2.2	7.8%	5.3	-19.1	-26.3%	-3.1%

# Profiles from above. Order of values: GALK inhibitor, B2AR arrestin, hERG WT inh, Chronic BCR inh, USP2a inh, FBPA coupling cs, uPA generation, Giardia kill, KCNH2 3.1 inh, Eya2 inh, PKM2 act
# Cc1ccccc1C(=O)N[C@H](C(=O)Nc1ccc(Cl)c(Cl)c1)C(C)C is entered as -0.8%, -1.1%, -6.0, 3.0%, 0.9%, 0.5, -0.2%, -6.9, -5.9, 3.8%, -5.0%
# CCn1c(=O)n(CC)c2cc(NC(=O)C(C)c3ccccc3)c(Br)cc21 (configuration not stated) is entered as -5.7%, 0.3%, 5.6, 5.1%, 0.5%, 2.3, 12.9%, 18.8, 50.1, 9.7%, -0.1%

# Next results follow:
No.	Molecule	GALK inhibitor	B2AR arrestin	hERG WT inh	Chronic BCR inh	USP2a inh	FBPA coupling cs	uPA generation	Giardia kill	KCNH2 3.1 inh	Eya2 inh	PKM2 act
21	Cc1ccc(S(=O)(=O)N2CCC(C(=O)OC(C)C(=O)N(C)c3ccccc3)CC2)cc1C (configuration not stated)	.	-0.4%	-3.2	2.9%	-2.5%	.	-10.4%	3.7	6.3	-2.4%	.
22	CCC(C)c1c(O)nc(SCC(=O)N2CCOCC2)[nH]c1=O (configuration not stated)	1.6%	-0.7%	32.1	-0.2%	4.2%	-0.3	.	9.3	6.9	18.1%[15.4 µM]	1.7%
23	COc1cccc(CC(=O)OC(C)C(=O)Nc2ccc(N3CCOCC3)cc2)c1 (configuration not stated)	.	0.4%	1.5	-15.3%	-0.6%	.	1.2%	-21.6	-11.2	3.0%	.
24	Cc1ccc2c(c1)N(CC(=O)N(Cc1ccc3c(c1)OCO3)CC1CCCO1)C(=O)C(C)O2 (configuration not stated)	5.2%	0.0%	3.7	5.7%	0.2%	3.2	-6.3%	2.2	11.4	-5.9%	12.0%
25	CCN(c1ccccc1)S(=O)(=O)c1ccc2c(c1)C(C)(C)C(=O)N2C	.	-0.6%	-4.4	8.3%	-0.5%	0.9	-13.7%	8.2	2.5	11.8%	-4.5%
26	CCOc1ccc(N2C(=O)CC(N3CCc4ccccc43)C2=O)cc1 (configuration not stated)	1.4%	-0.4%	-3.3	7.0%	-0.2%	2.0	.	16.5	-2.7	5.8%	6.7%
27	CCCCN(CC)CCNC(=O)c1cc2c(=O)[nH]c3ccccc3c2n1C	4.3%	-0.5%	11.7	15.9%	1.9%	0.7	1.0%	29.6	-11.4	-6.2%	-2.5%
28	COc1cc(NC(=O)CCCSc2nc(-c3ccco3)cc(C(F)(F)F)n2)cc(OC)c1OC	-1.7%	-0.9%	3.5	0.0%	-8.3%	-7.1	2.3%	-5.5	1.0	-16.5%	?
29	O=c1cc(O)c2sc3nc(C(F)(F)F)c4c(c3c2[nH]1)CCCCC4	3.9%	-0.2%	.	13.3%	-5.1%	2.6	0.8%	4.2	-2.9	-2.1%	-12.5%
30	COc1ccc(S(=O)(=O)N2CCOCC2)cc1NC(=O)CNC(=O)c1cccs1	.	-0.4%	-2.1	-2.5%	1.6%	.	9.6%	-8.9	-4.2	4.6%	.
31	O=C(CSc1nc2ccccc2s1)Nc1ncccn1	9.3%	-0.7%	14.2	4.0%	2.1%	0.4	-0.2%	-11.9	-6.1	10.5%	-1.4%
32	O=[N+]([O-])c1ccc(C2=Nc3cc(Cl)ccc3OC2)cc1	-1.3%	-0.3%	4.4	?	3.0%	-1.3	-1.4%	-1.7	-4.1	-6.5%	-3.1%
33	Cc1nc(SCC(=O)N2CCC(C(N)=O)CC2)n[nH]1	-0.2%	0.0%	3.9	1.4%	0.9%	1.3	2.1%	-22.2	17.7	-2.2%	0.0%
34	Cc1ccc(C2(C)NC(=O)N(CC(=O)Nc3cc(S(=O)(=O)N(C)C)ccc3C)C2=O)cc1 (configuration not stated)	8.3%	0.1%	2.3	-2.6%	-2.8%	0.6	1.3%	-11.3	-0.5	-19.9%	1.2%
35	COc1cc(C(=O)N2CCC(NC(=O)C(Cc3ccc(C)cc3)NC(C)=O)CC2)cc(OC)c1OC (configuration not stated)	1.1%	-0.9%	-10.8	6.2%	2.1%	2.7	0.5%	-6.3	-11.8	2.4%	3.9%
36	CCOc1ccc(Nc2nc(-c3cccnc3)cs2)cc1	4.2%	-0.5%	0.2	0.9%	3.6%	5.7	1.9%	-21.8	-18.0	-6.5%	-2.1%

# In the list so far, 2 have a furan ring, fused or not:
No.	Molecule	GALK inhibitor	B2AR arrestin	hERG WT inh	Chronic BCR inh	USP2a inh	FBPA coupling cs	uPA generation	Giardia kill	KCNH2 3.1 inh	Eya2 inh	PKM2 act
5	O=C(N/N=C/c1c(F)c(F)c(F)c(F)c1F)c1ccc(Cn2cc(Br)cn2)o1	.	-0.4%	-7.2	-0.4%	1.6%	2.1	-6.9%	?	-5.2	2.4%	-1.3%
28	COc1cc(NC(=O)CCCSc2nc(-c3ccco3)cc(C(F)(F)F)n2)cc(OC)c1OC	-1.7%	-0.9%	3.5	0.0%	-8.3%	-7.1	2.3%	-5.5	1.0	-16.5%	?
